Bioassay records (PubChem)
EWS-Fli block – inhibitors of EWS/Fli oncoprotein transcriptional activity; A673 NR0B1-luciferase reporter, viability-normalised; inhibition, % at 12.6 µM; 350,000 tested, 0.67% active;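 active = mean inhibition of at least 50% after viability correction, with every replicate also passing that limit; inconclusive = mean reaches 50% but only one of two replicates passes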;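 note: firefly luciferase signal divided by Alamar Blue viability fluorescence both relative to DMSO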
DENV2 CPE rescue – inhibitors of DENV2 cytopathic effect; CPE inhibition, % at 9.99 µM; 350,000 tested, 1.7% active; DENV2-infected cells, cytopathic effect rescue, plate reader; AID 651640; in the data active = CPE inhibition above about 20%, passing the limit was not always enough; inconclusive = no clear call, values can overlap the other calls; tested in BHK-21 cells;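 note: 0% = median of neutral control wells and 100% = median of positive control wells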
PAX8 inh HTS – lowers PAX8-driven luciferase in RMG-I cells; RMG-I TPO-luciferase reporter, SteadyGlo, 24 h; inhibition, % at 12.6 µM; 360,000 tested, 1.2% active; AID 652154;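 active = mean replicate inhibition at least 60% with every replicate also reaching 60%; inconclusive = only one of the two criteria is met; inactive = mean below 60% and not all replicates reaching 60%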;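 note: luciferase light reporting Pax8 driven TPO promoter activity; plate controls were median of neutral control wells for no effect and mitoxantrone controls for full effect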
FN deposition inh – fibronectin deposition inhibition | AH1F fibroblasts, Alexa488-fibronectin deposition fluorescence, overnight | inhibition, % at 12.6 µM | 350,000 tested, 0.086% active;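 active = mean inhibition across replicates of 30% or more, regardless of how many single replicates reach that level; inconclusive = mean under 30% yet at least half of replicates reach 30%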;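 note: positive control wells lacked labelled fibronectin entirely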
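Material: AH1F fibroblasts assembling fluorescent fibronectin matrix; amount: 10000 AH1F cells/well; medium: DMEM, 2% serum; reagent: Alexa488-fibronectin, 24 nM final in well; dosing: single compound dose, delivered by pin transfer; incubation: 1 h adhesion, overnight exposure; detection: fluorescence after three HBSS washes, excitation 485 nm, emission 525 nm; measure: fibronectin deposition inhibition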
CFTR F508del cor – correctors of CFTR F508del function in bronchial epithelial cells; 350,000 tested, 0.36% active; activity (quench increase), % at 7.58 µM; CFBE cells, YFP halide quenching; stimulated with forskolin plus potentiator P3; % fluorescence drop versus neutral controls;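 active = mean added fluorescence quench of at least 8% versus neutral control, with both replicates also reaching 8%; inconclusive = only one of the mean or replicate conditions met; inactive = mean below 8% and not both replicates reaching 8%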;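 note: cells transiently co-express mutant CFTR-F508del with the halide-sensitive YFP; corrector assay measuring rescue of mutant channel to the surface after 24 h compound exposure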
miR122 inh – miR-122 inhibition in Huh7 cells | Huh7 miR-122 Renilla luciferase sensor, 48 h; neutral wells = 0, positive control = 100 | activation (reporter increase), % at 12.5 µM | 340,000 tested, 0.3% active;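 active = mean replicate activation score at least 90 and every replicate individually at or above 90; inconclusive = only one of the two criteria met; inactive = neither criterion met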;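 note: higher luciferase means less miR-122 activity so hits act as miR-122 inhibitors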
GSIS activator – primary screen for activators of insulin secretion dependent on glucose, INS-1E cells, GLuc reporter luminescence. INS-1E GLuc reporter insulin secretion, 2-3 h. activation, % at 16.6 µM. 370,000 tested, 0.61% active;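 active = lowest replicate activation of at least 40%, so every replicate reaches that level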;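 note: 0% = median of neutral control wells and 100% = median of IBMX positive control wells; some compounds called inactive have numbers as strong as hits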
* hit, by the source's call; [ ] = another dose, or the depositor's remark.

What do the screens show for `CN(C)C(=O)c1cccc(-c2ccc3c(c2)[C@H]2[C@H](CCN2C(=O)C2CCC2)[C@@H](CO)N3)c1`?
EWS-Fli block: -5; DENV2 CPE rescue: -14; FN deposition inh: -12; CFTR F508del cor: -3.3; GSIS activator: 14

What do the screens show for `COCC(=O)NC1CC(C)(C)Cc2c1cnn2-c1ccc(F)cc1` (stereo not given)?
EWS-Fli block: -18; DENV2 CPE rescue: 4; PAX8 inh HTS: 22; FN deposition inh: 6; CFTR F508del cor: 2.2; miR122 inh: 1; GSIS activator: -2

How did C[C@H](CO)N1C[C@H](C)[C@@H](CN(C)C(=O)CCC(F)(F)F)OCCCC[C@H](C)Oc2ccc(NC(=O)CCC(F)(F)F)cc2C1=O do in these assays?
EWS-Fli block: -8; DENV2 CPE rescue: 11; PAX8 inh HTS: -2; FN deposition inh: -8; CFTR F508del cor: 1.8; miR122 inh: 7[16.7 µM]; GSIS activator: 3

What do the screens show for `CN(C)CCCNC(=O)C[C@H]1CC[C@@H](NS(=O)(=O)c2ccccc2)[C@@H](CO)O1`?
EWS-Fli block: -5; DENV2 CPE rescue: 4; PAX8 inh HTS: -3; FN deposition inh: -7; CFTR F508del cor: -1.5; GSIS activator: 8

What do the screens show for `CCOC(=O)CSc1nnc(-c2ccc(OC)cc2OC)o1`?
EWS-Fli block: 13; CFTR F508del cor: -3.9; miR122 inh: -3; GSIS activator: -6

What do the screens show for `CCCN1[C@@H]2Cn3c(ccc(-c4ccccc4OC)c3=O)[C@H]1[C@@H](C(=O)NCc1ccccn1)[C@@H]2CO`?
EWS-Fli block: 2; DENV2 CPE rescue: 18; GSIS activator: 7

What do the screens show for `Cc1cc(Oc2nc3ccccn3c(=O)c2/C=C(\C#N)C(=O)NC2CCS(=O)(=O)C2)ccc1Cl` (stereo not given)?
EWS-Fli block: 4; DENV2 CPE rescue: 0; PAX8 inh HTS: 12; FN deposition inh: -5; CFTR F508del cor: 1.8; miR122 inh: 1; GSIS activator: 11

How did COc1ccc2cc3cc(C(=O)NCc4ccco4)oc3nc2c1 do in these assays?
PAX8 inh HTS: -30; FN deposition inh: -3; miR122 inh: -2

What do the screens show for `Cc1cc(C(=O)N2CCN(S(=O)(=O)c3ccc(C)c(C)c3)CC2)no1`?
EWS-Fli block: 0; DENV2 CPE rescue: -6; PAX8 inh HTS: 13; FN deposition inh: -1; CFTR F508del cor: -0.2; miR122 inh: -3; GSIS activator: 16

What do the screens show for `Cc1nc(Nc2ccc(C(=O)O)cc2)nc(Nc2ccc(C(=O)O)cc2)c1[N+](=O)[O-]`?
EWS-Fli block: 5; DENV2 CPE rescue: -5; PAX8 inh HTS: -18; FN deposition inh: 1; CFTR F508del cor: 0.0; GSIS activator: 11

How did C=CCNC(=O)c1c(Cl)cnn1-c1ccc(C)cc1 do in these assays?
EWS-Fli block: -78; DENV2 CPE rescue: -1; PAX8 inh HTS: -117; FN deposition inh: -16; CFTR F508del cor: 0.7; miR122 inh: -1; GSIS activator: 14

Results for COc1ccc(CCNC(=O)CN2CCC(C(N)=O)CC2)cc1 ?
PAX8 inh HTS: 8; FN deposition inh: 0; miR122 inh: -9

What do the screens show for `CCOC(=O)C1(Cc2cccc(OC)c2)CCN(CCO)CC1`?
EWS-Fli block: -1; DENV2 CPE rescue: 0; PAX8 inh HTS: 16; CFTR F508del cor: -2.9; miR122 inh: 2; GSIS activator: -12

What do the screens show for `CCCC#Cc1ccc([C@@H]2[C@H](CO)N3CCCCN(S(=O)(=O)c4ccccc4C)C[C@@H]23)cc1`?
EWS-Fli block: 6; DENV2 CPE rescue: -9; PAX8 inh HTS: -11; CFTR F508del cor: 1.1; miR122 inh: -5[16.7 µM]; GSIS activator: -8

How did O=C(NCc1ccccc1)C1CCCN(C(=O)c2ccc(F)cc2)C1 (stereo not given) do in these assays?
EWS-Fli block: 3; DENV2 CPE rescue: 3; PAX8 inh HTS: -4; CFTR F508del cor: -2.2; miR122 inh: 0; GSIS activator: 4

What do the screens show for `Cc1cc2nc(-c3ccco3)c(Cc3ccccc3C(F)(F)F)n2c(C)c1Br`?
EWS-Fli block: 2; DENV2 CPE rescue: -4; PAX8 inh HTS: -4; FN deposition inh: 3; CFTR F508del cor: 1.2; GSIS activator: 5

What do the screens show for `COC(=O)C1=C(C)N(Cc2cccc(C(F)(F)F)c2)C(=NCc2ccccc2C(F)(F)F)NC1c1ccc(Cl)cc1` (stereo not given)?
EWS-Fli block: 2; DENV2 CPE rescue: -8; PAX8 inh HTS: -11; FN deposition inh: -5; CFTR F508del cor: 2.4

How did COc1ccc(NC(=O)Nc2ccc3c(c2)C(=O)N([C@H](C)CO)C[C@H](C)[C@@H](CN(C)CC2CCCCC2)O3)cc1 do in these assays?
EWS-Fli block: -5; DENV2 CPE rescue: -2; PAX8 inh HTS: -28; CFTR F508del cor: 0.3; miR122 inh: -5[16.7 µM]; GSIS activator: 14

Results for Cn1nc(C(C)(C)C)c([N+](=O)[O-])c1C(=O)N1CCOCC1 ?
EWS-Fli block: 4; DENV2 CPE rescue: -3; PAX8 inh HTS: -4; FN deposition inh: 13; CFTR F508del cor: -2.1; miR122 inh: -6; GSIS activator: 8

What do the screens show for `Cn1c(=O)c2c(nc(SCC(=O)c3ccc(F)cc3)n2C)n(C)c1=O`?
EWS-Fli block: 1; DENV2 CPE rescue: 2; PAX8 inh HTS: -11; FN deposition inh: 3; CFTR F508del cor: -2.0; miR122 inh: 4; GSIS activator: 1

Overlap with the part before: 2 entries; new compounds follow.
Results for Cn1nc(C(C)(C)C)c([N+](=O)[O-])c1C(=O)N1CCOCC1 ?
EWS-Fli block: 4; DENV2 CPE rescue: -3; PAX8 inh HTS: -4; FN deposition inh: 13; CFTR F508del cor: -2.1; miR122 inh: -6; GSIS activator: 8

What do the screens show for `Cn1c(=O)c2c(nc(SCC(=O)c3ccc(F)cc3)n2C)n(C)c1=O`?
EWS-Fli block: 1; DENV2 CPE rescue: 2; PAX8 inh HTS: -11; FN deposition inh: 3; CFTR F508del cor: -2.0; miR122 inh: 4; GSIS activator: 1

How did Cc1ccc2c(c1)nnn2C1CCN(C(=O)c2cccs2)CC1 do in these assays?
PAX8 inh HTS: -1; FN deposition inh: 2; miR122 inh: 2; GSIS activator: 4

How did Cc1ccc(CNC(=O)c2cccc3c2C(=O)c2ccc(N4CCCCC4)cc2S3(=O)=O)cc1 do in these assays?
EWS-Fli block: -29; PAX8 inh HTS: -10; FN deposition inh: -3; CFTR F508del cor: 1.3; GSIS activator: -2

Results for CO[C@H]1CN(C)C(=O)c2ccc(NC(C)=O)cc2OC[C@H](C)NC[C@@H]1C ?
EWS-Fli block: 3; DENV2 CPE rescue: 10; FN deposition inh: -1; CFTR F508del cor: -0.2; miR122 inh: 6[16.7 µM]; GSIS activator: 12

Results for O=S(=O)(c1ccc(NC(=S)NN=C(C2CC2)C2CC2)cc1)N1CCOCC1 ?
EWS-Fli block: -3; DENV2 CPE rescue: 2; PAX8 inh HTS: 19; FN deposition inh: -7; CFTR F508del cor: 0.7; GSIS activator: -5

What do the screens show for `COc1ccc(CCNc2nc(-c3ccc(NC(C)=O)cc3)cs2)cc1OC`?
EWS-Fli block: 6; PAX8 inh HTS: 5; FN deposition inh: 0; CFTR F508del cor: -3.2; miR122 inh: -3; GSIS activator: 39

What do the screens show for `C[C@@H]1CCCCO[C@@H](CN(C)C(=O)NC2CCCCC2)[C@@H](C)CN([C@H](C)CO)C(=O)c2cc(NC(=O)CCC(F)(F)F)ccc2O1`?
EWS-Fli block: 2; DENV2 CPE rescue: -2; PAX8 inh HTS: 1; CFTR F508del cor: -0.8; miR122 inh: -1[16.7 µM]; GSIS activator: 5

What do the screens show for `C[C@@H]1CN([C@@H](C)CO)C(=O)c2cccc(NC(=O)Nc3ccc(C(F)(F)F)cc3)c2O[C@@H]1CN(C)Cc1ccc(C(=O)O)cc1`?
EWS-Fli block: -11; CFTR F508del cor: 2.4; miR122 inh: 3[16.7 µM]; GSIS activator: 29

How did O=C(C[C@@H]1CC[C@H]2[C@@H](COC[C@H](O)CN2Cc2cccc(C(F)(F)F)c2)O1)NCCc1ccccc1 do in these assays?
EWS-Fli block: 1; DENV2 CPE rescue: -12; PAX8 inh HTS: 15; FN deposition inh: 4; CFTR F508del cor: 1.0; miR122 inh: 0[16.7 µM]; GSIS activator: -19

What do the screens show for `O=c1[nH]cccc1-c1nc2ccccc2n1Cc1ccc(Cl)cc1`?
EWS-Fli block: -3; DENV2 CPE rescue: 1; PAX8 inh HTS: 3; FN deposition inh: 4; CFTR F508del cor: -1.7; miR122 inh: 2; GSIS activator: 9

What do the screens show for `O=c1cc(O)c2c(=O)n(Cc3ccccc3)c3ccccc3c2o1`?
EWS-Fli block: 12; DENV2 CPE rescue: -1; PAX8 inh HTS: 22; FN deposition inh: 8; CFTR F508del cor: -9.1; GSIS activator: 1

What do the screens show for `Cn1nccc1C(=O)N1CCN(C23CC4CC(CC(C4)C2)C3)CC1`?
EWS-Fli block: 7; DENV2 CPE rescue: 0; PAX8 inh HTS: -4; FN deposition inh: 1; CFTR F508del cor: -2.4; miR122 inh: -2; GSIS activator: -12

What do the screens show for `Cc1noc(C)c1S(=O)(=O)Nc1ccc2c(c1)C(=O)N([C@H](C)CO)C[C@@H](C)[C@@H](CN(C)C(=O)Cc1ccccc1)OCCCC[C@@H](C)O2`?
EWS-Fli block: 3; DENV2 CPE rescue: inconclusive; PAX8 inh HTS: 3; CFTR F508del cor: -5.9; miR122 inh: 0[16.7 µM]; GSIS activator: -23

What do the screens show for `O=C(NCC(=O)N(Cc1ccco1)C(C(=O)NC1CCCCC1)c1cccnc1)c1ccco1` (stereo not given)?
PAX8 inh HTS: 13; FN deposition inh: -15; miR122 inh: 0

What do the screens show for `Cc1cc(C(=O)Nc2cccc3c2O[C@H](CN(C)Cc2ccncc2)[C@H](C)CN([C@@H](C)CO)C3=O)n(C)n1`?
EWS-Fli block: 11; DENV2 CPE rescue: -4; PAX8 inh HTS: -7; CFTR F508del cor: -3.1; miR122 inh: 2[16.7 µM]; GSIS activator: 7

Results for CCOC(=O)C1(Cc2ccccc2)CCN(CC2CC=CCC2)CC1 (stereo not given) ?
EWS-Fli block: 10; DENV2 CPE rescue: -3; PAX8 inh HTS: 1; FN deposition inh: -8; CFTR F508del cor: -5.2; GSIS activator: -16

What do the screens show for `NC(=O)[C@@H]1CCCN1Cc1nc(Cc2ccccc2F)no1`?
EWS-Fli block: 2; DENV2 CPE rescue: 2; PAX8 inh HTS: -33; FN deposition inh: -1; CFTR F508del cor: -0.9; miR122 inh: -6; GSIS activator: 8

Results for COc1ccc(CNC(=O)CNC(=O)[C@@H]2Cc3ccccc3CN2)cc1 ?
DENV2 CPE rescue: 9; PAX8 inh HTS: -1; FN deposition inh: 0; CFTR F508del cor: -0.9; miR122 inh: 4; GSIS activator: -3

Results for Cc1ccc(-c2csc(Nc3ccccc3)[n+]2CCc2ccccc2)cc1 ?
EWS-Fli block: -1; DENV2 CPE rescue: -1; PAX8 inh HTS: -46; FN deposition inh: -1; CFTR F508del cor: -1.3; GSIS activator: 12

What do the screens show for `CCOc1ccc(-c2nc(C#N)c(N3CCOCC3)o2)cc1`?
EWS-Fli block: -2; DENV2 CPE rescue: 14; PAX8 inh HTS: 6; FN deposition inh: -1; CFTR F508del cor: -3.5; miR122 inh: -12; GSIS activator: -9

How did Cc1sc2ncn(CC(=O)Nc3ccccc3F)c(=O)c2c1-c1ccccc1 do in these assays?
EWS-Fli block: 7; DENV2 CPE rescue: -4; PAX8 inh HTS: 19; FN deposition inh: 7; CFTR F508del cor: 0.1; miR122 inh: -14; GSIS activator: 9

Compounds were not picked by outcome, and some 3.9% of all compounds hit somewhere here.
